Assay outcomes (PubChem)
KB-V1 MDR tox: kills drug-selected multidrug resistant KB-V1 cells; KB-V1 MDR cells viability, CellTiter-Glo, 72 h; Potency, µM (doses to about 46.1 µM), inactives show at the top dose activity change, negative = cytotoxicity, most hits filed as cytotoxic; 3.4% of 400,000 active; AID 1347076; also: potency is read from the fitted curve at half-maximal effect; % is scaled to controls: 0 for no effect and ±100 for the full control effect; nearly all actives have a fitted effect of over 60% in size
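Cytotoxicity via CellTiter-Glo luminescence after 72 h compound exposure at 37 degrees C. Cells: drug-selected KB-V1 line, DMEM phenol-red free plus 10% FBS. Compounds tested at multiple concentrations; normalized data fitted to concentration-effect curves.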
HT1080NT lethal: kills 2HG-producing HT-1080-NT fibrosarcoma cells | HT-1080-NT fibrosarcoma viability, CellTiter-Glo ATP luminescence, 48 h | Potency, µM (doses to about 46.1 µM), for the others: at the highest dose activity, negative = less viability, usual class: cytotoxic | 1.6% of 360,000 active;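 also: NT is the 2HG producing partner of a matched IDH1 knockdown line; potency is read from the fitted curve at half-maximal effect; 0% = DMSO-treated cells and -100% = media-only wells without cells; nearly all actives have a fitted effect of over 55% in size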
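HT-1080-NT; 750 cells/well; 5% FBS RPMI; 48 h compound, 37 degrees C; CellTiter-Glo luminescence; curve fitting and curve-class assignment.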
SW480 rereplic: DNA re-replication induction in SW480 cells. SW480 DNA re-replication, Hoechst DNA content imaging, 48 h. Potency, µM (highest dose often 46.1 µM), inactives show at the highest dose re-replication activation, usual class: activators. 1.8% of 340,000 active. AID 624297; also: potency is read from the fitted curve at half-maximal effect; % of control where 0% means no effect; nearly all actives have a fitted effect of over 55% in size
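Compounds, transferred as 23 nL by pin tool, were incubated with cells for 48 hr; DNA content per nucleus was then quantified by Hoechst staining and fluorescence plate imaging.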
MCF10A rerep: inducers of DNA re-replication in MCF 10A breast cells; MCF 10A DNA re-replication, Hoechst nuclear intensity, 48 h; Potency, µM (series often up to 46.1 µM), inactives show at the highest dose activity, positive = re-replication, most hits filed as activators; 2.9% of 350,000 active; AID 624296; also: potency is read from the fitted curve at half-maximal effect; % of control where 0% means no effect; nearly all actives have a fitted effect of over 50% in size
HEK293 tox: cytotoxicity counter-screen for GLP-1 receptor inverse agonists | 0.13% of 410,000 active | HEK293 cAMP-luciferase reporter cells, luminescence, 24 h | Potency, µM (titrated, usually from 38.3 µM), without a hit: at the highest dose activity change, negative = inhibition, most hits filed as inhibitors | AID 624418;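 also: loss of luciferase light is scored as toxicity; potency is read from the fitted curve at half-maximal effect; % is scaled to controls: 0 for no effect and ±100 for the full control effect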
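Compound-treated cells are incubated 24 hr at 37 deg C under 5% CO2 after a 12 hour attachment period, then luciferase detection reagent is added and luminescence is measured following 12 min at room temperature; lowered signal indicates toxicity.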
IL1B secr inh: inhibitors of inflammasome signaling (IL-1 beta secretion). THP-1 LPS/ATP IL-1B secretion, AlphaLISA, 16 h; hits give low values. activity change, % at 57.5 µM. 4.7% of 360,000 active; in the data active = activity change below about -50%; inconclusive = mostly about -30% to -49%; also: % is scaled to controls: 0 for no effect and ±100 for the full control effect
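Secreted IL-1B measured by AlphaLISA bead assay after 16 h compound exposure of THP-1 cells; compounds (final up to 57.5 uM) added 1 h before LPS (250 ng/mL) and ATP (1.25 mM) stimulation; lower signal means less secretion.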
D3 ag: activates the human D3 dopamine receptor; D3R DiscoveRx beta-arrestin cells, luminescence, 90 min; max activation, %; 0.58% of 410,000 active; AID 652048; in the data active = max activation above about 30%; also: 0% is about no effect; mostly tested at two doses, the higher about 12 µM
Target sequence (P35462 whole entry, looked up): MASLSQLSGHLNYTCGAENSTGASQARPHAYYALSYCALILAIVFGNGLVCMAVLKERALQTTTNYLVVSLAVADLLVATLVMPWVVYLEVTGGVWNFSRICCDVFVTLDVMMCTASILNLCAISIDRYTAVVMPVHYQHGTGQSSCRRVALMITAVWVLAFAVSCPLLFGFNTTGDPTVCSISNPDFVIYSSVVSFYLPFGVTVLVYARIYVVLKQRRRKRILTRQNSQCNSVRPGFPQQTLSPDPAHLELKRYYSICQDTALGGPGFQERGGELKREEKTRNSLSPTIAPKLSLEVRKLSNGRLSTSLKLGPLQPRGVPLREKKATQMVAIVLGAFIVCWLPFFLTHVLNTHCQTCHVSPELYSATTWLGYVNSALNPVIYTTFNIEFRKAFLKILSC
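Agonist-mode cell screen: cells plated at 1500/well and incubated overnight at 37 °C, then exposed to library compounds for 90 min at 37 °C. Detection reagent was added for 30–60 min at room temperature, and luminescence was read.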
HT1080 IDH1KD tx: kills HT-1080 cells with IDH1 knockdown; HT-1080 IDH1 knockdown viability, ATP luminescence, 48 h; Potency, µM (highest dose often 46.1 µM), without a hit: top-dose activity, negative = toxicity, usual class: cytotoxic; 2% of 360,000 active;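 also: potency is read from the fitted curve at half-maximal effect; 0% = DMSO wells and -100% = cell-free medium wells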
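Luminescent ATP read-out (CellTiter-Glo, 10 min at room temperature) after 48 h compound exposure at 37 °C gave viability of IDH1-knockdown HT-1080 cells. Activity was normalised to DMSO and cell-free wells, then fitted as concentration-response curves.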
KB-3-1 tox: KB-3-1 parental cell cytotoxicity | KB-3-1 viability, CellTiter-Glo ATP luminescence, 72 h | Potency, µM (highest dose often 46.1 µM), for the others: at the highest dose activity change, negative = cytotoxic, usual class: cytotoxic | 1.4% of 400,000 active; also: potency is read from the fitted curve at half-maximal effect; % is scaled to controls: 0 for no effect and ±100 for the full control effect; nearly all actives have a fitted effect of over 60% in size
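KB-3-1 cells, DMEM (no phenol red) + 10% FBS; compound by pin transfer, 72 h, 37 °C. Readout: CellTiter-Glo luminescence after 10 min. Data normalized, curve-fitted.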
* marks the source's active call; other numbers are inactive results; ? = inconclusive; . = not tested or not shown; & = joins results of further samples; [ ] = remark or other dose. Unless noted, calls follow the shape of the dose curve; as a rule, active = well fitted curve in the direction sought with a large enough effect; inconclusive = small, poorly fitted or top-dose-only effect, or another doubt; inactive = no such curve, though single readings can be large; an effect the other way counts as inactive or inconclusive.

canonical_smiles,KB-V1 MDR tox,HT1080NT lethal,SW480 rereplic,MCF10A rerep,HEK293 tox,IL1B secr inh,D3 ag,HT1080 IDH1KD tx,KB-3-1 tox
CNc1cnc(-c2ccsc2)cn1,-8%,7%,.,.,6%,-4,7,12%,-6%
C/C(=N\NC(=S)Nc1ccc(C)cc1)c1cc2ccccc2o1,?,-24%,-72%[inhibitor],13µM*,-3%,-3,-1,-31%,?
COc1cccc(-c2[nH]nc3c2C(c2ccoc2)C(C#N)=C(N)O3)c1 (stereo not given),-17%,-20%,-12%,-3%,-6%,-14,-12,-2%,-6%
Cc1cc(C)c2nc(NC(=O)C3CSC4(C)CCC(=O)N34)sc2c1 (stereo not given),3%,-9%,41%,5%,3%,0,3,-10%,0%
O=C(Nc1ccc(S(=O)(=O)NC2=NCCCCC2)cc1)c1ccc(C(F)(F)F)cc1,21µM*,-2%,1%,5%,-10%,-21,18,-11%,21µM*
O=C(O)c1ccc(COc2c(F)c(F)c(F)c(F)c2F)o1,-16%,3%,-2%,0%,-3%,-1,10,-4%,-2%
O=C1CCC/C1=C/Nc1cccc(F)c1,1%,11%,1%,-1%,-5%,19,9,9%,7%
CN1CCc2c1nc1ccccc1c2NC(=O)CN1CCCC1,-3%,-5%,20%,2%,2%,-4,-4,-13%,-5%
COc1ccc(Cl)cc1C(=O)NNC1CC(=O)N(Cc2ccc(Cl)cc2)C1=O (stereo not given),-26%,8%,0%,-2%,-2%[1.53 µM],-15,5,0%,0%
O=c1c2c([N+](=O)[O-])cc([N+](=O)[O-])cc2sn1-c1ccc(Br)cc1,0%,-4%,?,13%,-62%,-18,5,-2%,-16%
CCOC(=O)c1[nH]c(C)c(C(=O)N(C)Cc2ccccc2)c1C,16µM*,-4%,-4%,0%,0%,-4,-3,-15%,10%
CC(C)(C)c1ccc(C(=O)Nc2cccc([N+](=O)[O-])c2)cc1,12µM*,-17%,-79%[inhibitor],?,-34%,-98*,-4,-7%,?
O=C(Nc1ncccn1)c1cc(-c2cccc(Br)c2)nc2ccccc12,?,-8%,3%,?,-19%,?,-8,-13%,-16%
CCOc1ccccc1C(=O)NC1CC2CCCC(C1)N2Cc1ccccc1 (stereo not given),-5%,13%,-12%,1%,-14%,18,-4,18%,-19%
COCCNC(=O)c1ccc2c(c1)N=C(C)c1cc(C)ccc1S2,0.92µM*,.,.,.,-46%,.,-14,.,0.65µM*
O=C(O)CN=CC1=C(O)CC(c2ccccc2)CC1=O (stereo not given),3%,0%,3%,-4%,0%,16,-1,13%,0%
COC(=O)C1CCN(C(=O)C2CC(=O)N(c3ccc(C)c(Cl)c3)C2)CC1 (stereo not given),22%,7%,4%,-3%,?,-1,5,6%,-6%
COCCNC(=O)C(c1ccc(F)cc1)N(C(=O)CCC(=O)Nc1nccs1)c1ccc(C)cc1 (stereo not given),12%,-2%,1%,5%,3%,-12,-2,1%,14%
CSc1nc(NC(C)=O)nc(C)c1Br,3%,10%,-2%,8%,-5%,-1,6,20%,9%
CCn1c(=N)n(CC(=O)c2ccc(OC)cc2)c2ccccc21,4%,-7%,8%,44%,6%,?,-5,-14%,-6%
Cc1cc(C)cc(NC(=O)COC(=O)CCC2CCCC2)c1,?,-6%,2%,4%,3%,-9,9,-7%,9%
O=C(O)C1CC2CCC1CC2 (stereo not given),-8%,0%,-3%,-3%,-5%,30,0,12%,10%
Cc1nc(CSc2nc3[nH]ncc3c(=O)n2-c2ccccc2)cs1,16%,-6%,-1%,-1%,-12%,9,5,-17%,6%
COc1cc(NC(=O)[C@H]2O[C@@H](n3ccc(N)nc3=O)[C@H](O)[C@@H]2O)cc(OC)c1OC,22%,23%,.,.,-6%,-18,3,17%,0%
CC(C)(C)[C@H]1C=C(C(=O)N2CCN(Cc3ccc4c(c3)OCO4)CC2)O[C@@H](OCCCCO)C1,-5%,9%,-4%,9%,7%,?,10,2%,0%
COc1ccccc1-c1cccc(-c2nc(C(=O)N3CCCCC3)cc3c2[C@@H](CCO)N(S(=O)C(C)(C)C)C3)c1 (stereo not given in full),14%,-5%,.,.,-4%,-10,-4,2%,0%
Cc1ccc(NC(=O)CN(C)C(=O)CCC(=O)c2cccs2)cc1,-26%,19%,-2%,-1%,-3%[1.53 µM],17,12,12%,0%
Cc1cccc(C)c1NC(=O)CN1CCN(C/C=C/c2ccccc2)CC1,18%,5%,.,.,-5%,4,-2,1%,0%
O=C(/C=C/c1cccc(Br)c1)NC1CCN(Cc2ccccc2)CC1,-4%,-13%,12%,19%,-24%,-78*,-9,?,11%
O=C(COC(=O)Cc1cccs1)Nc1ccccc1,14%,0%,-3%,7%,55%[activator],20,-1,1%,-6%
CCCS(=O)(=O)N1CC(=O)N(c2ccccc2F)C(C)(C(=O)NC2CCCCCC2)C1 (stereo not given),16%,.,.,.,2%,.,-1,.,12%
CCOc1ccc(CN(C)C(C)C(=O)Nc2ccc([N+](=O)[O-])cc2Cl)cc1OC (stereo not given),12%,-18%,-6%,-11%,-15%,24,1,-25%,0%
O=C(CCCC(=O)c1ccccc1)Nc1ccc(F)cc1,7%,-1%,-1%,-9%,4%,-26,-10,-3%,0%
CC(C)Oc1cccc(C(=O)Nc2nnc([C@@H]3C[C@H](O)[C@@H](CO)O3)s2)c1,5%,15%,.,.,2%,6,1,9%,0%
CCc1nc(N)c(C#N)c(-c2cccn2C)c1C,3%,-6%,-3%,2%,4%,15,-9,-7%,14%
CCCCCOc1ccc(N2C(=O)CC(N(O)c3ccccc3)C2=O)cc1 (stereo not given),?,-4%,?,?,7%,-12,-3,-6%,-21%
COc1ccc(NC(=O)COC(=O)c2n[nH]c3ccccc23)c(OC)c1,-6%,9%,-9%,1%,-2%,28,0,0%,2%
COCCCn1c(SCC(=O)NC(C)C)nnc1-c1ccccc1,4%,1%,-8%,1%,65%[activator],-6,-2,-3%,7%
O=C(Nc1cccc2nsnc12)c1ccc(-c2cccc(Cl)c2)o1,27%,-19%,3%[9.22 µM],5.8µM*,51%[activator],2,-1,-22%,3%
CN1CCN(S(=O)(=O)c2ccc(Cl)cc2)CC1,-19%&-5%,5%&-1%,?,-1%&2%,-9%&-5%,1&29,4&-3,7%&-2%,5%&-35%
COc1cc(C)c(S(=O)(=O)NC2CC(C)(C)NC(C)(C)C2)cc1C,1%,-4%,-5%,0%,-7%,-3,0,7%,8%
Cn1c(CN2CCCCC2)c(C#N)c2ccccc21,-3%,0%[9.24 µM],0%,-6%,11%,-6,-65,-14%,0%
CCNC(=O)c1cc2c(=O)n3cccc(C)c3nc2n(CCc2ccccc2)c1=N,0%,-6%,?,?,.,13,-3,-4%,?
CCO[C@H]1OC(C(=O)Nc2ccccc2)=C[C@@H](C2CC2)[C@@H]1CCCO,2%,12%,-6%,-18%,-13%,-6,9,3%,2%
CC(C)CCn1c(SCCc2ccccc2)nc2c1c(=O)[nH]c(=O)n2C,?,9%,-1%,?,3%,-4,0,-3%,-27%
Cc1ncc([N+](=O)[O-])n1CC(=O)Nc1ccc(Cl)cc1,-6%,7%,1%,-1%,0%,5,-1,-3%,-7%
C=CCn1c(SCC(=O)NC2CC2)nnc1-c1cccs1,0%,15%,-3%,-1%,68%[activator],-9,2,15%,3%
O=C1OC(c2ccccc2)/C(=C(/O)c2ccccc2)C1=O (stereo not given),29%,2%,-3%,0%,11%,-16,1,11%,4%
CCN(CC)CCOC(=O)C(Cc1ccco1)Cc1cccc2ccccc12 (stereo not given),16%,-27%,1%,7%,-27%,-57*,-20,-10%,2%
CCOc1ccc(CC(=O)Nc2ccc(S(=O)(=O)N3CCCC3)cc2)cc1,.,2%,13%,6%,-23%,11,3,-8%,.
O=C(NCCN1CCN(c2ccccc2)CC1)c1cccn2c(=O)c3ccccc3nc12,?,7%,-2%,12%,-3%,-2,0,-1%,1%
CCOc1ccccc1NC(=O)Cn1nnc2sc(-c3ccccc3)cc2c1=O,-6%,.,.,.,0%,.,0,.,2%
CN(CCC1CCCCO1)C(=O)CCc1nnc(CCCCc2ccccc2)o1 (stereo not given),-12%,-2%,?,14%,4%,6,2,1%,2%
O=C(Cc1ccc([N+](=O)[O-])cc1)NCc1ccccc1Cl,?,12%,0%,2%,-14%,3,-2,2%,-7%
Cc1nc(-c2ccc(S(=O)(=O)N3CCN(c4ccc(F)cc4)CC3)cc2)co1,14%,.,.,.,3%,.,3,.,3%
Cc1cc(C(F)(F)F)n2nc(C(=O)O)c(Cl)c2n1,18%,4%,-3%,1%,0%,-8,-1,12%,3%
Cn1c(CNC(=O)Nc2cccc(Cl)c2)nnc1SCc1ccccc1,-11%,-9%,-1%,-2%,-6%,-28,-12,-6%,-9%
C=CCc1ccccc1OCCNCCCOC,?,1%,4%,5%,-2%,-2,-26,14%,7%

Part of the list above, limited to KB-3-1 tox, HEK293 tox and KB-V1 MDR tox.
molecule | KB-3-1 tox | HEK293 tox | KB-V1 MDR tox
COc1ccc(NC(=O)COC(=O)c2n[nH]c3ccccc23)c(OC)c1 | 2% | -2% | -6%
COCCCn1c(SCC(=O)NC(C)C)nnc1-c1ccccc1 | 7% | 65%[activator] | 4%

Hits appear at their usual frequency; about 11% have a hit in one of these screens.
